STAT3 blocker – STAT3 signaling inhibition; U3A cells, IL-6 STAT3-luciferase reporter, luminescence; host cell line lacks STAT1; inhibition, % at 5.5 µM; hit rate 0.89% among 190,000; AID 862;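 active means inhibition above the mean inhibition across all screened compounds plus 3 SD, cut at about 44% in these data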;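 further: 0% = DMSO only wells and 100% = 100 µM nifuroxazide control wells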
NF-kB expr up – raises NF-kB expression in human neuronal cells | fold change at 12.5 µM | hit rate 1.6% among 190,000 | NF-kB reporter expression; stronger effect = higher value; in the data active means fold change above about 3.3
Redox H2O2 prof – compounds producing H2O2 with reducing agent – biochemical, NIH compound library profiling, artefact control for MLSCN library redox annotation, primary screen | DTT-dependent redox cycling H2O2, phenol red/HRP absorbance; 100% = 100 µM peroxide control, 0% = buffer | activation, % at 10 µM | AID 878 | hit rate 0.03% among 200,000;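 active means activation of at least 50% relative to the plate's high and low controls in the primary single-dose screen; inactive means activation below 50%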;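 further: compound incubated with DTT at 0.8 mM final as the reducing agent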
STAT1 activator – activators of IFN-gamma induced STAT1 signaling. NIH 3T3 STAT1-luciferase reporter, luminescence; 100% = IFN-gamma alone, no compound. activation (% of control), % at 5.5 µM. hit rate 2.6% among 200,000;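 active means activation above the screen-wide mean activation plus 3 SD, cut at about 130% in these data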;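 further: raw ratio to IFN-gamma control signal so 100% means no change and 0% no light; values of inactives mirror those of a sister screen read the other way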
APP 5'UTR act – APP 5'UTR luciferase reporter activation | activation, % at 2 µM | SH-SY5Y APP 5'UTR luciferase reporter, luminescence; zero percent = DMSO vehicle wells | hit rate 1% among 190,000 | AID 1276;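 active means activation above a set limit, based on mean plus 3 SD of controls, cut at about 140% in these data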; further: values of inactives mirror those of a sister screen read the other way
Hsp70 activator – transcriptional activators of Hsp70 | hit rate 0.04% among 200,000 | activation, % at 10 µM | HeLa Hsp70 promoter luciferase reporter, luminescence; scaled: vehicle 0, proteasome-inhibitor control 100%;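 active means activation above the mean across all tested compounds plus 3 SD, cutoff set per campaign, cut at about 5.5% in these data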;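 further: 100% = MG132 at 30 µM as the positive control and 0% = DMSO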
TLR4-MyD88 BLA – inhibitors of human TLR4-MyD88 binding; HeLa CL3-4 TLR4/MyD88 BLA complementation, FRET ratio; inhibition, % at 8.4 µM; hit rate 0.18% among 200,000; AID 861; in the data active means inhibition above about 25%;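 further: 0% = vehicle and 100% = reference inhibitor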
Target sequence (O00206 whole entry, looked up): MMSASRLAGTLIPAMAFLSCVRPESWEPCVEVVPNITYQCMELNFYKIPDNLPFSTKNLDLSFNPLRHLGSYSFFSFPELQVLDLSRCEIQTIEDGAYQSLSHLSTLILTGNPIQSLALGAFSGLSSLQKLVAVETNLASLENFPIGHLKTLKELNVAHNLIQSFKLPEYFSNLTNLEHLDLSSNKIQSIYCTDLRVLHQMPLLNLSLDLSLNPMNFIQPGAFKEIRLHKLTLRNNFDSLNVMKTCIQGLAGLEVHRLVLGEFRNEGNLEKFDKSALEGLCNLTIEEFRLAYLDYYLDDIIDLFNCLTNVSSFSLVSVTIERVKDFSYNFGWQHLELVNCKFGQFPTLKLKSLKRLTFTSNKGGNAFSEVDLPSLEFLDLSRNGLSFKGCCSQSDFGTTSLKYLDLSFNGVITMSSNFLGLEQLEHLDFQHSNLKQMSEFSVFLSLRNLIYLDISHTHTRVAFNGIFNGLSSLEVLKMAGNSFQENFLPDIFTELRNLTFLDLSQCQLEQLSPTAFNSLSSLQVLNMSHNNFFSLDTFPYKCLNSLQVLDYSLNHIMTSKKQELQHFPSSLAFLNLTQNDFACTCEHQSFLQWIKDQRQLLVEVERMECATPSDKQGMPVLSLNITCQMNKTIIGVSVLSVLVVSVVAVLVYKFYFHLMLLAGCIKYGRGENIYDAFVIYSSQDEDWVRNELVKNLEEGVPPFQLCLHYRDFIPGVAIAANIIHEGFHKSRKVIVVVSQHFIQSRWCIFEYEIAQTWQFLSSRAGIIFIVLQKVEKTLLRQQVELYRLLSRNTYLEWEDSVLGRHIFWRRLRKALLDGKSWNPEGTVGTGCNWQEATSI
Target sequence (Q99836 whole entry, looked up): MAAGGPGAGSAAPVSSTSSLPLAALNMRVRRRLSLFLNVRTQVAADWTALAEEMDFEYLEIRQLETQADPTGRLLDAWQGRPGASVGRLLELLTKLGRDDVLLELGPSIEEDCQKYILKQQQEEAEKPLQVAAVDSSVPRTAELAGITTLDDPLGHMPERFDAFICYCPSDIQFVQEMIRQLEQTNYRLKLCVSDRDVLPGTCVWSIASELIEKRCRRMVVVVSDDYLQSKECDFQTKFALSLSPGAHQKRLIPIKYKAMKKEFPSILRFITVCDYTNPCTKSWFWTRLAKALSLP
STAT3 activator – STAT3 signaling activation | U3A cells, IL-6 STAT3-luciferase reporter, luminescence; 100% = signal with IL-6 EC80 alone | activation (% of control), % at 5.6 µM | hit rate 0.91% among 190,000;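 active means activation above the screen-wide mean of compound activation plus 3 SD, cut at about 130% in these data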;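 further: 0% = background luminescence of wells with medium and substrate only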
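Material: human U3A cells carrying STAT3-luciferase construct. Measured by: reporter luminescence signal. Timing: compound 1 h, then IL-6 6 h at 37 °C.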
STAT1 inh – reduces IFN-gamma driven STAT1 reporter signal; NIH 3T3 STAT1-luciferase reporter, luminescence; inhibition, % at 5.5 µM; hit rate 0.35% among 200,000; AID 920;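 active means inhibition above a set limit, the mean inhibition across all tested compounds plus 3 SD, cut at about 34% in these data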;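 further: 0% = IFN-gamma with DMSO and 100% = IFN-gamma with 300 µM nifuroxazide; values of inactives mirror those of a sister screen read the other way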
HMGR II inh – E. faecalis class II HMG-CoA reductase inhibition; purified E. faecalis HMGR, NADPH absorbance 340 nm kinetic; hit rate 0.41% among 190,000; inhibition, % at 10 µM; AID 1066;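 active means inhibition above a set limit, the median over all tested compounds plus 3 SD, cut at about 9.5% in these data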;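 further: enzyme runs in reverse so mevalonate oxidation gives rising NADPH absorbance; 0% = complete reaction with DMSO and 100% = background rate lacking mevalonate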
The depositor's hits bear a star; / = no result given. Rows are unselected. About 5.6% of those tested had a hit in this group.

Values run as follows: STAT3 blocker	NF-kB expr up	Redox H2O2 prof	STAT1 activator	APP 5'UTR act	Hsp70 activator	TLR4-MyD88 BLA	STAT3 activator	STAT1 inh	HMGR II inh
- O=C(CN1C(=O)C2C3C=CC(C3)C2C1=O)NCCN1CCCc2ccccc21 (stereo not drawn)
→ -19	0.82	-0.7	100	10	-0.5	6	120	0	-2
- C=CCn1c(CCn2c3ccccc3c3ccccc32)n[nH]c1=S
→ 1	1.9	-0.2	87	15	-0.5	-1	97	14	-3
- N#CC1=C(N)OC2=C(C(=O)CC(c3ccco3)C2)C1c1ccc(OCc2c(F)cccc2Cl)cc1 (stereo not drawn)
→ -1	1.5	2.1	101	6	-0.2	-16	105	-1	-2
- CCC(=O)Nc1ccc2c(c1)ncn2-c1ccc(C)cc1
→ 10	2.6	-0.6	162*	103	0.1	9	96	-71	-9
- Cc1cnc(NC(=O)CSc2nnc(-c3ccncc3)n2C2CCCCC2)s1
→ -7	1.2	1.7	98	8	-0.3	-10	108	2	2
- O=C(CNCCO)N1N=C(c2cccs2)CC1c1cccs1 (stereo not drawn)
→ 4	0.92	-1.8	104	-5	0.0	7	98	-6	-5
- Cn1c(CO)cnc1SCc1c(Cl)cccc1Cl
→ 9	1.1	-3.8	106	-2	-0.1	3	99	-7	0
- Cc1ccc(C(=O)NCc2ccc(N3CCN(C(=O)OC(C)(C)C)CC3)cc2)cc1
→ 40	1.2	-4.8	100	3	-0.1	7	74	0	-4
- CCOc1ccc(C(=O)Nc2nnn(CC)n2)cc1
→ 6	2.1	0.8	116	64	0.2	13	97	-17	-3
- COc1ccc(/C=N/NC(=O)CCN2CCN(c3ccccc3)CC2)c(OC)c1OC
→ -13	1.1	0.6	92	-10	-0.5	0	107	9	-14
- Cc1ccc(C)c(SCC(=O)Nc2cccnc2Cl)c1
→ 20	1	-0.9	93	10	-0.4	-8	87	9	1
- CCCn1c(=O)c2ccccc2n2c(SCC(=O)NCc3cccs3)nnc12
→ 14	1.1	1.3	94	1	-0.2	-24	96	6	0
- CCOc1ccccc1Nc1nc(N)nc(CSc2nncn2C)n1
→ 6	0.78	2.3	103	5	-0.3	0	100	-3	-3
- CCNc1ccccc(-c2ccc3ccccc3n2)c1=O
→ -6	2.1	-0.1	127	80	-0.2	-10	106	-30	4
- O=C(CSc1ncccn1)N/N=C/c1cccc(OC2CSC2)c1
→ -6	1.2	0.4	102	37	-0.1	1	108	-4	-3
- Cc1ccc(NC2=C/C(=N\S(=O)(=O)c3cccs3)c3ccccc3C2=O)c(C)c1
→ -7	0.26	323*	110	105	-0.3	-3	109	33	9
- O=C(COc1ccccc1)NCC(=O)NC1CCCCC1
→ 18	1.6	-0.5	102	6	-0.1	6	88	-2	-11
- CCCc1[nH]n(-c2ccc([N+](=O)[O-])cc2)c(=O)c1C=NCCN1CCNCC1
→ -11	1.4	-1.3	120	-26	-0.1	-13	112	-23	-8
- CCc1ccc(-c2nc(CN3CCC(C(=O)NCc4ccc(F)cc4)CC3)c(C)o2)cc1
→ 10	0.93	1.1	102	-3	-0.4	4	100	-2	7
- Cc1ccc(-c2nnc(SCC#N)n2N)cc1
→ 1	1.1	2.6	92	-6	-0.3	8	103	9	0
- N#Cc1c(-c2cccnc2)c2c([nH]c1=S)CCCC2
→ 0	0.93	-1.8	100	-4	-0.2	-7	105	-1	0
- CC(/C=N/N1CCN(Cc2ccccc2)CC1)=C\c1ccccc1
→ -5	1.3	-0.8	105	8	-0.2	-4	107	-8	1
- CCC(C)(C)NC(=O)C(c1cccc(OC)c1)N(C(=O)c1ccn[nH]1)c1cccc(OC)c1 (stereo not drawn)
→ -5	0.52	0.0	98	2	-0.3	4	107	2	-4
- Clc1ccc2scc(CN3CCCCC3)c2c1
→ 1	1.2	-0.2	98	1	-0.1	2	103	2	-3
- CN(Cc1ccccc1)Cc1nc2c(c(=O)n(C)c(=O)n2C)n1Cc1ccc(Cl)cc1
→ -1	0.47	-0.4	98	9	0.4	0	106	2	0
- CC(=O)N1CCCc2cc(S(=O)(=O)NC(C(=O)NCc3ccc(C)cc3)C(C)C)ccc21 (stereo not drawn)
→ 4	0.99	-0.6	98	-13	-0.3	7	103	3	-2
- CC(=O)c1ccc(NC(=O)COC(=O)CCN2C(=O)c3cccc([N+](=O)[O-])c3C2=O)cc1
→ 1	1.3	-0.1	97	-6	-0.1	3	103	3	3
- CN(C)S(=O)(=O)c1ccc(C(=O)Nc2nc(-c3cccs3)cs2)cc1
→ 53*	0.98	-1.1	90	/	-0.2	-3	61	12	-4
- COc1ccc(NC(=O)Cn2nnc3ccccc32)c([N+](=O)[O-])c1
→ 1	1	-1.8	97	37	-0.3	-11	99	3	0
- COc1ccccc1/C=C/C1=NC(=C\N(C)C)/C(=O)O1
→ 14	1.6	0.4	104	7	-0.1	-3	93	-4	-4

As entered above:
`O=C(CNCCO)N1N=C(c2cccs2)CC1c1cccs1` (stereo not drawn) – STAT3 activator: 98
`CC(/C=N/N1CCN(Cc2ccccc2)CC1)=C\c1ccccc1` – Hsp70 activator: -0.2
`O=C(COc1ccccc1)NCC(=O)NC1CCCCC1` – APP 5'UTR act: 6

Following part:
Values run as follows: STAT3 blocker	NF-kB expr up	Redox H2O2 prof	STAT1 activator	APP 5'UTR act	Hsp70 activator	TLR4-MyD88 BLA	STAT3 activator	STAT1 inh	HMGR II inh
- O=C(Nc1ccc(F)cc1F)c1noc2c1CCC2
→ 3	1.9	-0.4	124	58	-0.2	-4	101	-28	-7
- COc1cc(/C=C(\CC(=O)O)c2nc3ccccc3s2)cc(OC)c1O
→ 6	1.3	-0.5	105	-13	-0.2	4	96	-5	-2
- Fc1cccc(C2NC(=S)NC3=C2N2CCC3CC2)c1 (stereo not drawn)
→ 4	0.82	3.0	102	-5	0.1	1	100	-2	3
- COc1ccc(NC(=O)Cn2nnc(C(=O)NCc3ccccc3)c2N)c(OC)c1
→ 3	1.2	-0.1	99	0	-0.1	4	99	0	-5
- Cc1cc(C)nc(NS(=O)(=O)c2ccc(Br)cc2)n1
→ 4	0.99	0.2	95	-7	0.0	-12	99	4	-3
- CC(C)(C)NC(=O)C1Cc2ccccc2CN1C(=O)Nc1cccc(Cl)c1 (stereo not drawn)
→ 18	1.1	-2.4	95	21	-0.1	0	94	6	1
- N#Cc1nnn(Cc2ccccc2)c1N
→ 3	1.1	-0.1	93	3	0.0	20	100	6	3
- Cc1ccc(Cn2c(CN3CC(C)OC(C)C3)nc3c2c(=O)n(C)c(=O)n3C)cc1 (stereo not drawn)
→ 0	0.93	-1.3	99	12	-0.4	9	104	2	1
- COC(=O)c1ccc(OC(=O)c2cccs2)cc1
→ 8	1.1	0.5	102	-2	-0.2	-6	98	-3	-3
- O=C(Oc1cccc(N2C(=O)C3C4c5ccccc5C(c5ccccc54)C3C2=O)c1)c1ccco1 (stereo not drawn)
→ -6	1.2	0.9	102	-8	-0.2	-2	101	-2	-1
- CN(CC(=O)Nc1ccc(F)c(F)c1F)C1CCCCC1
→ 8	1.3	0.0	100	-5	-0.3	11	99	0	-8
- O=c1[nH]c(Cc2ccccc2)nc2scc(-c3ccccc3)c12
→ 24	1	0.1	98	0	0.0	-10	78	2	3
- Cc1ccc(CC2CC(=O)N(c3ccc4c(c3)OCCO4)C2=O)cc1 (stereo not drawn)
→ 4	0.9	-0.7	104	2	-0.6	9	101	-4	-2
- COc1ccc(C[C@H]2CN3C(=NC[C@@H]3C(C)C)N2CCNC(=O)CCC2CCCCC2)cc1
→ /	1.1	0.3	83	8	-0.3	0	/	20	-4
- Cc1ccc(C(=O)CSc2nnc(C(C)C)n2C)cc1C
→ -5	3.4*	-0.3	118	15	-0.5	-12	107	-22	-5
- O=C(CN1CCN(c2ccccn2)CC1)N1c2ccccc2CCc2ccccc21
→ 5	0.78	0.4	97	1	-0.1	-1	101	3	-7
- COc1cc(CNC(C)(C)C)ccc1OCC(=O)NC(C)(C)C
→ 10	1.3	-1.7	102	4	0.2	0	95	-5	-4
- COC(=O)c1cc(CSc2nnc(NC3CCCCC3)s2)oc1C
→ 12	0.64	-0.5	97	14	-0.2	-21	93	4	-4
- Cc1ccc(-c2csc(NC(=O)CSc3ncn(-c4ccccc4)n3)n2)cc1
→ 10	1.4	2.3	99	17	0.1	-2	96	1	-2
- O=C(Oc1ccc(N(C(=O)c2ccncc2)S(=O)(=O)c2ccc(Cl)cc2)cc1)c1ccncc1
→ 8	0.98	-1.2	105	-13	-0.2	2	97	-7	-2
- c1ccn2c(Cc3nnc4ccccn34)nnc2c1
→ 6	1.2	0.4	93	16	-0.4	1	99	8	-9
- COC(=O)c1sc2ccccc2c1NC(=O)c1ccc(S(=O)(=O)N2CCCCC2)cc1
→ -8	0.91	0.5	101	-4	-0.1	4	107	-1	-2
- CCCCNC(=S)Nc1ccc(-c2nc3ccc(C)cc3s2)cc1
→ 26	11*	0.8	151*	180*	-0.1	-6	80	-57	-7
- Cc1cc(NC(=O)c2ccc(N3C(=O)CCC3=O)cc2)no1
→ 3	1.2	1.0	98	19	0.1	15	100	2	0
- COc1ccc2c(c1)c1ccccc1n2C
→ 30	1.3	-0.5	103	10	-0.3	-1	78	-10	-5
- COc1ccc(-c2cc(-c3ccc(OC)cc3)nc(-c3ccc4c(c3)NC(=O)CO4)c2)cc1
→ 1	1.1	0.2	93	-8	-0.1	3	100	8	-5
- Cc1cc([N+](=O)[O-])nn1CC(=O)NCc1cccs1
→ 8	0.92	1.6	98	15	-0.1	-11	101	3	-1
- Cc1ccccc1S(=O)(=O)/N=C(/c1ccccc1)N1CCOCC1
→ 7	1.9	-0.1	103	-1	0.1	1	100	-6	-1
- COc1ccc(C(=O)COC(=O)CCC(=O)c2cccs2)cc1
→ 3	1.2	-0.2	104	-35	-0.2	8	102	-3	1
- Cn1cnnc1Sc1ccc(/C=C/C(=O)c2ccc(O)cc2)cc1[N+](=O)[O-]
→ 27	0.39	-0.1	84	-20	1.6	1	79	18	-2

Entries of single compounds from above. Values in the order: STAT3 blocker, NF-kB expr up, Redox H2O2 prof, STAT1 activator, APP 5'UTR act, Hsp70 activator, TLR4-MyD88 BLA, STAT3 activator, STAT1 inh, HMGR II inh
Profile of Cc1ccc(-c2csc(NC(=O)CSc3ncn(-c4ccccc4)n3)n2)cc1 : 10, 1.4, 2.3, 99, 17, 0.1, -2, 96, 1, -2
Profile of CCc1ccc(-c2nc(CN3CCC(C(=O)NCc4ccc(F)cc4)CC3)c(C)o2)cc1 : 10, 0.93, 1.1, 102, -3, -0.4, 4, 100, -2, 7

Reprinted at random: four records from the list.
Values run as follows: STAT3 blocker	NF-kB expr up	Redox H2O2 prof	STAT1 activator	APP 5'UTR act	Hsp70 activator	TLR4-MyD88 BLA	STAT3 activator	STAT1 inh	HMGR II inh
- Cc1ccc(-c2nnc(SCC#N)n2N)cc1
→ 1	1.1	2.6	92	-6	-0.3	8	103	9	0
- Fc1cccc(C2NC(=S)NC3=C2N2CCC3CC2)c1 (stereo not drawn)
→ 4	0.82	3.0	102	-5	0.1	1	100	-2	3
- Cc1cc(NC(=O)c2ccc(N3C(=O)CCC3=O)cc2)no1
→ 3	1.2	1.0	98	19	0.1	15	100	2	0
- CCc1ccc(-c2nc(CN3CCC(C(=O)NCc4ccc(F)cc4)CC3)c(C)o2)cc1
→ 10	0.93	1.1	102	-3	-0.4	4	100	-2	7
